From PubChem
Autofluor Jurkat = compound autofluorescence on Jurkat cells, primary screen, artefact control for VLA-4 allosteric ligand project, cell-based, flow cytometry; active compounds read high; 1 = vehicle-only cell background; fluorescence ratio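 (tested at 10 µM compound in the well)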; 24,000 tested, 0.61% active; AID 576, 2007;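 active = fluorescence ratio above 2.44, which is 1 plus 3 SD of all ratios; inconclusive = signal too bright to measure linearly, ratio around 10 or more; inactive = fluorescence ratio below 2.44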;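 also: green fluorescence of cells measured with 488 nm excitation and 530 nm emission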
VLA-4 antagonist = inhibitors of LDV-FITC binding to Mn2+-activated VLA-4, primary screen, Jurkat cells. AID 529, 2006. inhibition, % at 10 µM (by protocol). Integrin alpha-4 (Homo sapiens), P13612. LDV-FITC binding with Mn2+, flow cytometry; 100% = Mn2+-driven binding gain fully reversed. 24,000 tested, 0.2% active;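 active = inhibition above 50%; inconclusive = compound itself fluorescent, judged against control cell fluorescence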;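 also: 0% = Mn2+ stimulated cells lacking compound and 100% = ligand binding without Mn2+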
Target sequence (P13612 whole entry, looked up): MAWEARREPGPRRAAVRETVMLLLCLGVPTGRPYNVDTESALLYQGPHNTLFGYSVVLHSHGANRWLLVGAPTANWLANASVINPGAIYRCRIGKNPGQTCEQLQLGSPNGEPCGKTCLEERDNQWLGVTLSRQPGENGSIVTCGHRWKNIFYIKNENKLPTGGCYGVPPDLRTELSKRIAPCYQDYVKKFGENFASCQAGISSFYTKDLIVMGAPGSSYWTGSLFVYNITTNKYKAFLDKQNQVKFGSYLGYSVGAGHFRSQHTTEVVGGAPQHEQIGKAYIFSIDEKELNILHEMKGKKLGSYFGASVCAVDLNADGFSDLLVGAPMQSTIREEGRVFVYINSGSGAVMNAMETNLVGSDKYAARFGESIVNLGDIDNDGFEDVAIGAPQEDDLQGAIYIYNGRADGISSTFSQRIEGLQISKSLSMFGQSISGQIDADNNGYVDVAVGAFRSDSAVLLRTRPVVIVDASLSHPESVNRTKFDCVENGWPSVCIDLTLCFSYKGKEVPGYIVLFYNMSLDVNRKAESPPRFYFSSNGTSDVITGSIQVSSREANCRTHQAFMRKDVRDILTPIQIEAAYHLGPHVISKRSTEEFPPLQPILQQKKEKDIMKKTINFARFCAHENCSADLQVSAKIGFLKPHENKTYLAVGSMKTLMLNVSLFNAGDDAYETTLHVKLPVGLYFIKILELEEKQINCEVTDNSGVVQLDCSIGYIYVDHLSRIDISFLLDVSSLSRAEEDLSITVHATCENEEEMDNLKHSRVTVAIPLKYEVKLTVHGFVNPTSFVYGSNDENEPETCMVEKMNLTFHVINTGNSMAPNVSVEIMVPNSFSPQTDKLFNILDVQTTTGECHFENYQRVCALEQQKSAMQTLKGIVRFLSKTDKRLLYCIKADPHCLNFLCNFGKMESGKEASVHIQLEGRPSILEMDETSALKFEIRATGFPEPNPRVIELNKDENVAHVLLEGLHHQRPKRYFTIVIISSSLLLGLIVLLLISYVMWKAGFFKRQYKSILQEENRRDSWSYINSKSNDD
VLA-4 agonist = enhancers of LDV-FITC binding to VLA-4 integrin, primary screen, Jurkat cells, flow cytometry; Integrin alpha-4 (Homo sapiens), P13612; activation, % at 10 µM (by protocol); 24,000 tested, under 10 active; AID 528, 2006;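 active = fluorescent ligand binding to cells raised by more than 40% of the manganese-induced maximum; inconclusive = compound's own fluorescence above 85% of the ligand control signal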;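 also: 0% = ligand binding without compound and 100% = manganese-stimulated maximal binding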
LNCaP diff act = activators of LNCaP prostate cell differentiation, primary screen, flow cytometry side scatter; side scatter shift, % at 10 µM; 24,000 tested, 0.56% active; 4 d;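 active = side scatter shift above 30%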;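 also: androgen-responsive LNCaP prostate cancer cells in charcoal-stripped serum medium; percent of cells past a gate set so DMSO wells show 10% shift; higher shift means more granular cells and more differentiation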
Starred values were filed as active, the others as inactive; ? = inconclusive. Only part of the results is shown. The share of hits here may be higher or lower than overall.

Autofluor Jurkat,VLA-4 antagonist,VLA-4 agonist,LNCaP diff act,SMILES
0.96,0,5,11,O=C(Nc1ccc(OC(=O)c2ccncc2)cc1)c1ccncc1
0.99,2,-3,11,CCOC(=O)c1ccc(CNC(=O)C(Cc2c[nH]c3ccccc23)NC(C)=O)o1 (configuration not stated)
1.3,0,-1,3,CCN(CC)c1ccc(NC(=O)c2ccc(NC(=O)C3CCCO3)cc2)c(C)c1 (configuration not stated)
1.2,8,-5,1,O=C(Nc1ccccc1N1CCOCC1)c1ccc2ccccc2n1
1.4,?,?,5,Fc1ccc(-c2nnc3ccc(N4CCc5ccccc5C4)nn23)cc1
1,?,-10,10,Cc1cc2c(c(=O)n1CCc1ccccc1)C(C(C)C)C(C#N)=C(N)O2 (configuration not stated)
1.1,-17,6,3,CCOCC(=O)Nc1cc(-c2cn3cccnc3n2)ccc1C
1.1,5,1,15,Cc1cccc(NC(=O)CN(C)S(=O)(=O)c2cccc3cccnc23)c1
1,-22,4,20,O=c1cc(CSc2nnc(COc3ccc(Cl)cc3)o2)c2ccccc2[nH]1
1,-1,1,5,Cc1ccc(-n2c(O)cnc2Nc2nc(C)cc(C)n2)cc1
0.92,-26,20,18,CCCN1C2=NCCN2c2cc(C)c(C)cc21
1.1,3,-4,15,CCCc1cc(=O)n2[nH]c(-c3ccc(Br)cc3)cc2n1
1.1,-20,-1,9,Cc1noc(/C=C/N(C)C)c1S(=O)(=O)N1CCN(c2ccccc2)CC1
1,5,2,4,CCC(=O)N1CCc2cc(S(=O)(=O)NCCC(=O)N3CCN(Cc4ccccc4)CC3)ccc21
1.1,-9,2,8,CC1CCN(S(=O)(=O)c2ccc(F)c(C(=O)O)c2)CC1
1.1,-11,-2,6,CCOCCCNC(=O)C1CCC(CNS(=O)(=O)c2cccc3nsnc23)CC1 (configuration not stated)
1,-14,6,9,CC/C(O)=C(/C#N)c1nnc2n1CCCCC2
1,11,-5,11,COc1ccc(NC(=O)c2cc3c(=O)n(C)c4ccccc4c3n2C)cc1OC
1,9,-3,3,COc1ccccc1N1CCN(C(=O)c2cc(-c3ccc(Cl)cc3)on2)CC1
1.1,-32,6,8,CN1CCN(C(=O)c2ccccc2N(Cc2ccccc2)S(C)(=O)=O)CC1
1.1,23,-9,12,CCN(CC)CCNC(=O)c1ccc2c(=O)n(CCc3ccccc3)c(=O)[nH]c2c1
0.96,1,7,10,Clc1ccc2nc(N3CCN(c4ccccc4)CC3)sc2c1
0.95,46,5,16,COc1ccccc1C1/C(=C(/O)c2ccccc2)C(=O)C(=O)N1CCO (configuration not stated)
1,-10,-4,9,COCCn1c(SCC(=O)Nc2ccc3c(c2)OCCO3)nc2c(c1=O)SC(C)C2 (configuration not stated)
1.2,8,-8,6,Cc1c(C(=O)N2CCN(c3ccccn3)CC2)sc2ncnc(N3CCN(c4ccccc4)CC3)c12

Some of the entries so far, field by field.
compound: CCC(=O)N1CCc2cc(S(=O)(=O)NCCC(=O)N3CCN(Cc4ccccc4)CC3)ccc21
- Autofluor Jurkat = 1
- VLA-4 antagonist = 5
- VLA-4 agonist = 2
- LNCaP diff act = 4
compound: CC1CCN(S(=O)(=O)c2ccc(F)c(C(=O)O)c2)CC1
- Autofluor Jurkat = 1.1
- VLA-4 antagonist = -9
- VLA-4 agonist = 2
- LNCaP diff act = 8
compound: CCOCCCNC(=O)C1CCC(CNS(=O)(=O)c2cccc3nsnc23)CC1 (configuration not stated)
- Autofluor Jurkat = 1.1
- VLA-4 antagonist = -11
- VLA-4 agonist = -2
- LNCaP diff act = 6
compound: CC/C(O)=C(/C#N)c1nnc2n1CCCCC2
- Autofluor Jurkat = 1
- VLA-4 antagonist = -14
- VLA-4 agonist = 6
- LNCaP diff act = 9

(continued)
Autofluor Jurkat,VLA-4 antagonist,VLA-4 agonist,LNCaP diff act,SMILES
0.96,-9,8,7,COc1ccc(C2CCCN2C(=O)Nc2cccc(C(C)=O)c2)cc1OC (configuration not stated)
1,-29,7,1,NS(=O)(=O)c1ccc(CCNC(=O)C2CCCN2C(=O)OCc2ccccc2)cc1 (configuration not stated)
1,4,0,6,O=c1c(-c2ccc(F)cc2)coc2c3c(ccc12)OCCO3
0.93,11,8,19,Cc1ccccc1-c1nnc(SCc2ccccc2F)o1
1.1,9,1,3,COc1cccc(-c2nnc(SCC(=O)N3CC(C)CC(C)C3)o2)c1 (configuration not stated)
1,12,-1,13,O=C(CSc1nccn1-c1ccccc1)N1CCc2ccccc21
1.1,-16,2,10,CN(C)C(=O)COc1ccc2cc(-c3ccccc3)c(=O)oc2c1
1.5,2,-10,4,O=C(NC1CCCCC1)c1cnn2c(C(F)(F)F)cc(-c3ccco3)nc12
1.2,21,-5,6,Cc1ccc(-n2c(=O)[nH]c3c(C(N)=O)nc(-c4ccc(C)o4)nc32)cc1
1,-2,2,4,CC(=O)N1c2c(cc(Br)cc2S(=O)(=O)NCc2ccc3c(c2)OCO3)CC1C (configuration not stated)
1,-10,1,4,FC(F)(F)c1cc(-c2ccco2)nc(NCc2ccco2)n1
1.2,?,?,6,O=C(NCCc1ccccc1)C1CCCN(S(=O)(=O)c2cccc3nonc23)C1 (configuration not stated)
1,19,8,6,CCOc1ccc(NC(=O)N2CCC(n3c(=O)[nH]c4ccccc43)CC2)cc1
1,-12,5,5,CN1CCN(CCNC(=O)c2cc3c(=O)n(C)c4ccccc4c3n2C)CC1
0.98,-8,4,7,O=C(Cn1cnc2c(nnn2Cc2ccc(F)cc2)c1=O)N1CCCc2ccccc21
1,-12,0,4,O=C(Nc1ccc2c(c1)OCCO2)C1CCN(S(=O)(=O)c2cccs2)CC1
1.1,95*,-36,3,COc1cccc(N2CCN(c3ncnc4c3[nH]c3ccc(F)cc34)CC2C)c1 (configuration not stated)
1.1,1,-8,3,Cc1ccc(-c2noc(CN(C(=O)c3cccc(Br)c3)C(C)C)n2)cc1
1.1,10,-9,9,COc1ccc(NC(=O)CSc2nc3c(c(=O)n2-c2ccc(C)cc2)SCC3)c(OC)c1
0.9,13,-6,7,COc1ccc(-n2nc(C(=O)NCc3ccco3)c3c4ccccc4n(C)c3c2=O)cc1
0.96,-13,7,14,COc1ccc(C(=O)NC(C)c2nc3ccccc3[nH]2)cc1OC (configuration not stated)
1.1,-15,16,12,CCOc1cc(-c2nc3ccccn3c2NCC2CCCO2)ccc1O (configuration not stated)
1.1,-21,6,13,Cc1ccc(C)c(C(=O)NC2CC(C)(C)NC(C)(C)C2)c1
1.1,?,?,17,CCOC(=O)c1c(C)n(OCc2ccccc2)c2ccc3c(no[n+]3[O-])c12
0.95,-18,4,11,CCOC(=O)NC(=O)CSc1nc2ccc(OCC)cc2[nH]1
0.99,-2,-6,10,Cc1nc2ccc(N3C(=O)CCC3=O)cc2[nH]1
1.2,-21,0,5,COc1cccc(OC)c1/C(O)=C(\C#N)c1nc2ccccc2[nH]1
1,-10,6,7,Cc1ccc(C2c3sc(=O)[nH]c3SC3C(=O)NC(=O)C32)cc1 (configuration not stated)
1,-2,1,4,CCCN1Cc2cccc(C(=O)Nc3ccc(CN4CCCC4)cc3)c2C1=O
0.93,-20,-7,4,COc1cccc(N2CCN(CC(=O)Nc3nnc(-c4ccccc4)s3)CC2)c1
1.1,28,-6,17,CCOc1ccc(OCC)c(NC(=O)C2CCCN2S(=O)(=O)c2cccc3cccnc23)c1 (configuration not stated)
1,-6,-6,2,CC(NC(=O)c1cn(C)c2ccc(S(=O)(=O)N3CCCC3)cc2c1=O)c1ccc2c(c1)OCCO2 (configuration not stated)
1,10,-15,10,COc1cc(NC(=O)c2ccc(COCC(F)(F)F)o2)cc(OC)c1OC
1.1,16,-6,8,CCOC(=O)C1CCN(CC(=O)Nc2c(C(=O)OC)[nH]c3ccc(Cl)cc23)CC1
1.1,-12,-1,16,CC(=O)N1C(C(=O)O)CSC1c1ccc(C)cc1 (configuration not stated)
0.94,-2,1,2,Cc1c(C(=O)N2CCN(C)CC2)oc2ccc(S(=O)(=O)N3CCOCC3)cc12
1.1,17,4,12,O=C(NCCCN1CCCC1=O)c1cccc(N2CCCC2=O)c1
1,19,-4,15,O=C(CCSc1nnc(-c2ccncc2)o1)Nc1ccccc1
0.86,-7,2,14,Cc1ccc(S(=O)(=O)c2c(C)nn(C(C)(C)C)c2OC(=O)c2ccco2)cc1
0.94,-21,-2,5,COc1ccc2ccccc2c1CN1CCCC(CO)C1 (configuration not stated)
1,9,-1,11,COc1ccc(-c2nsc(SCC(=O)Nc3cc(C)on3)n2)cc1
1.1,-6,4,6,Cc1ccccc1NC(=O)C1CCN(c2cnccn2)CC1
0.96,-17,5,0,O=C1C(=O)N(CCO)C(c2ccccc2)/C1=C(\O)c1ccccc1 (configuration not stated)
1,3,0,5,CCOC(=O)N1CCC(Nc2ncnc3c2cnn3-c2ccc(C)cc2C)CC1
1,-29,0,11,CCOC(=O)CC1(CC(=O)OCC)NC(=O)c2c(C)sc(C(=O)OCC)c2N1
1.1,-15,-3,15,COc1ccc(-c2nnc(SCC(=O)Nc3ccc(Cl)cc3)n2C)cc1
1.1,4,1,8,COC(=O)c1c(NC(=O)c2ccc(S(=O)(=O)N3CCOCC3)cc2)sc2c1CCN(C)C2
1,15,-2,9,COC(=O)c1ccccc1N1C(=O)C2C(C1=O)C1C=CC2C12CC2 (configuration not stated)
0.94,-8,6,5,CCCCN(C)CCCNC(=O)C1CC(=O)N(Cc2ccc(OC)cc2)C1 (configuration not stated)
0.95,0,6,26,CCCS(=O)(=O)N1CCCC(C(=O)NCc2ccc3c(c2)OCO3)C1 (configuration not stated)

(next part)
Autofluor Jurkat,VLA-4 antagonist,VLA-4 agonist,LNCaP diff act,SMILES
1,-6,1,5,Cc1ccccc1S(=O)(=O)Cc1ccc(C(=O)NCCCOC(C)C)o1
1.1,-12,0,8,C=CCN(CC=C)C(=O)Nc1cc(Cl)ccc1OC
1.1,6,2,11,COc1cc2c(cc1NC(=O)COC(=O)Cn1cnc3ccccc31)oc1ccccc12
1,-21,-3,15,O=C(NC1CCCCC1)C(c1ccco1)N(Cc1cccnc1)C(=O)C1COc2ccccc2O1 (configuration not stated)
1.1,-7,-2,5,COc1ccc(-n2nc(C(=O)NCC(=O)N3CCN(c4ccccn4)CC3)c3ccccc3c2=O)cc1
1.1,3,-1,2,CC(=O)Nc1cccc(NC(=O)c2sc3ncn(CC(=O)N4CCCCC4)c(=O)c3c2C)c1
0.85,6,10,7,COc1cc2c(c(OC)c1)C(c1cccc(OC)c1OC)CC(=O)N2 (configuration not stated)
1.1,-3,0,12,CC1CCN(CCC(=O)N2CCCc3c2c(=O)oc2ccc(O)cc32)CC1
1,-3,-2,5,O=C(NCCCn1ccnc1)c1csc2ccccc12
1.2,-16,0,3,O=S(=O)(NCC(c1cccnc1)N1CCN(c2ccccc2)CC1)c1cc(F)ccc1F (configuration not stated)
0.95,?,3,4,CCOC(=O)C1CCN(c2c(NCc3ccc(C(=O)NCCOC)cc3)c(=O)c2=O)CC1
1,4,-2,11,CCOC(=O)c1ccc(NC(=O)CC2SC(=NC)N(C)C2=O)cc1 (configuration not stated)
1,-22,4,7,CC1CCCN(C(=O)CN2CCN(C(=O)c3ccco3)CC2)C1 (configuration not stated)
1.1,-12,2,8,COC(=O)c1cn(C(=O)c2ccc(Br)o2)c2ccccc12
0.98,-11,0,8,CC(C)(C)NC(=O)COC(=O)c1ccc(O)cc1
0.99,-10,2,9,CCOc1ccccc1Nc1nnc(SCC(=O)N2CCCC2)s1
1.1,-6,1,3,COC(=O)c1cccc(S(=O)(=O)N2CCC(C)CC2)c1
1,0,-1,8,O=C(c1ccc(S(=O)(=O)N2CCOCC2)cc1)N1CCc2ccccc2C1
1,-4,3,2,Clc1ccc2nc(N3CCCCC3)sc2c1
1.4,?,?,8,N#Cc1ccccc1NC(=O)CSc1nnc(-c2ccccc2)n1-c1ccccc1
0.81,?,?,19,CC(CCc1ccccc1)NC(=O)c1nnc(Cc2ccc(F)cc2)o1 (configuration not stated)
1.1,8,-1,8,CC1(C)Cc2c(c(N3CCOCC3)nc3sc(C(=O)N4CCCCC4)c(N)c23)CO1
1,-1,4,1,Cc1ccccc1CS(=O)(=O)Cc1ccc(C(=O)NCc2cccnc2)o1
1,-1,4,9,COC(=O)c1[nH]c2c(c1C)C(=O)CC(c1cc(OC)ccc1OC)C2 (configuration not stated)
1.1,-4,0,15,COc1ccc(-c2cc(C(F)(F)F)nc(SCC(=O)NCc3ccco3)n2)cc1OC
1.1,-12,-3,3,Cc1c(C(=O)OC2CCCCC2)[nH]c2c1C(=O)CC(C)(C)C2
0.96,21,-5,9,CCOC(=O)c1[nH]c(C)c(CN(CCc2ccccc2)S(C)(=O)=O)c1C

Compounds listed so far containing a COOH group (2):
Autofluor Jurkat,VLA-4 antagonist,VLA-4 agonist,LNCaP diff act,SMILES
1.1,-9,2,8,CC1CCN(S(=O)(=O)c2ccc(F)c(C(=O)O)c2)CC1
1.1,-12,-1,16,CC(=O)N1C(C(=O)O)CSC1c1ccc(C)cc1 (configuration not stated)
